Bioassay records as filed in PubChem BioAssay.
OX1R antag-1 – OX1R (human) antagonism | O43613 | OX1R-expressing cells, FRET antagonist read-out | inhibition, % at 6.6 µM | 1.8% of 330,000 active | AID 485270; in the data active = inhibition mostly above about 38%, no sharp cut-off; inactive = mostly below about 40%;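 note: 0% = agonist challenge alone and 100% = reference antagonist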
Target sequence (O43613 whole entry, looked up): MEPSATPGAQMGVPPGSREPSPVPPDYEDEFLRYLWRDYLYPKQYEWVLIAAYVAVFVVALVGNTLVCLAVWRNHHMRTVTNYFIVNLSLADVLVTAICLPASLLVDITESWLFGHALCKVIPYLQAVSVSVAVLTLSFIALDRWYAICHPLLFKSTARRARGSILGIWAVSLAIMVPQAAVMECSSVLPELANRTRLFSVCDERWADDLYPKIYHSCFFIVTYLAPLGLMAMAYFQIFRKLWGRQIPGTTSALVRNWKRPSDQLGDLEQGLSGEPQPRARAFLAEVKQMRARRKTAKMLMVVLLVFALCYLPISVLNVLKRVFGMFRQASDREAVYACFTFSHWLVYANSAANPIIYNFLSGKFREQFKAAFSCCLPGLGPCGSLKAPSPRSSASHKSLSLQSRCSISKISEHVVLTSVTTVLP
OX1R antag-2 – blocks the human orexin 1 receptor; 0.43% of 330,000 active; CHO/OX1R cells, Fluo-8 calcium fluorescence, orexin A; O43613; AID 434989; inhibition, % at 5 µM;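 active = inhibition above its plate's threshold, mean inhibition of all tested compounds on the plate plus 3 SD, cut at about 37% in these data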;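 note: 0% = orexin A challenge wells and 100% = SB-334867-A antagonist wells; not every result past the cut was called active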
* = called active by the depositor.

Start of the data: the first 4 entries, to show the layout:
SMILES	OX1R antag-1	OX1R antag-2
Cc1ccccc1-c1nnn(CC(=O)Nc2cccc(S(N)(=O)=O)c2)n1	9	2
COCCC(=O)N1CCC(Oc2ccc(C(=O)NCCC3=CCCCC3)cc2)CC1	9	-20
CC(C)Oc1ccc(CNC(=S)Nc2ccccc2)cc1Cl	15	-16
Nc1ccc(-c2nc3cc(N)ccc3o2)cc1	11	-7

All compounds of this part (from the top)
SMILES	OX1R antag-1	OX1R antag-2
Cc1ccccc1-c1nnn(CC(=O)Nc2cccc(S(N)(=O)=O)c2)n1	9	2
COCCC(=O)N1CCC(Oc2ccc(C(=O)NCCC3=CCCCC3)cc2)CC1	9	-20
CC(C)Oc1ccc(CNC(=S)Nc2ccccc2)cc1Cl	15	-16
Nc1ccc(-c2nc3cc(N)ccc3o2)cc1	11	-7
CC(=O)Nc1ccc(S(=O)(=O)N2CCC(C(=O)NCCC(=O)Nc3ccccc3)CC2)cc1	-2	1
O=C(O)C/C=C(\NC(=O)OCc1ccccc1)C(=O)OCc1ccccc1	12	-9
O=C(COC(=O)c1ccc(Br)o1)NCc1ccccc1Cl	3	-3
Cc1ccc(NC(=O)/C=C/c2ccc([N+](=O)[O-])s2)c(C)c1	30	4
COc1ccc(NC(=O)CN(C)C(=O)c2ccc3c(c2)S(=O)(=O)N=C2CCCCCN23)cc1	22	-1
Cc1c(C(=O)Nc2c(F)cc(F)cc2Br)sc2ncn(CC(=O)N3CCCC3)c(=O)c12	4	-2
Cc1ccc(S(=O)(=O)N2CCC(C(=O)N/N=C/c3cccnc3)CC2)cc1	3	-30
O=C(CCNC(=O)c1ccccc1Cl)Nc1cc(C(F)(F)F)ccc1Cl	4	-9
Cc1ccc(CCNC(=O)C23CN(Cc4ccccc4)CC2C(c2cccc([N+](=O)[O-])c2)=NO3)cc1 (stereo unspecified)	23	-31
CCCCCCOc1ccc(C(=O)n2cnc(N)n2)cc1	6	0
CC1Oc2ccccc2N(CC(=O)NC2CCCC2)C1=O (stereo unspecified)	10	-15
Brc1ccc(OCCOCCN2CCOCC2)cc1	0	7
O=C(O)COc1ccc(=O)n(-c2ccccc2)n1	14	-6
CCOC(=O)CN(C(=O)CNC(=O)c1ccco1)C(C(=O)NC1CCCCC1)c1cccs1 (stereo unspecified)	11	-32
O=C(CSc1ncccn1)N1CCc2ccccc2C1	19	-14
CCCCN(C(=O)c1c(C)noc1C)c1c(N)n(CCC)c(=O)[nH]c1=O	-1	-23
Cc1ccc(C(=O)N2CCOCC2)cc1S(=O)(=O)N1CCCCC1	2	-7
CC(C)(C)C(=O)Nc1ccc(C(=O)N/N=C/c2ccccc2OC(=O)c2ccccc2)cc1	23	-8
CCOC(=O)Cc1csc(NC(=O)c2cc3c(s2)CCCC3)n1	17	-20
NC(=O)Cc1nc(-c2ccc(Br)cc2)cs1	15	5
O=c1[nH]c(N2CCc3ccccc3C2)nc2c1CCC2	10	-5
(list continues)
SMILES	OX1R antag-1	OX1R antag-2
CCOc1cc(C2c3c(oc4cc(C)c(Cl)cc4c3=O)C(=O)N2Cc2ccco2)ccc1O (stereo unspecified)	-2	-26
Cc1nnc(NC(=O)C2CSC3(C)CCC(=O)N23)s1 (stereo unspecified)	21	-3
CC(=O)NCCC(=O)Nc1cc(S(=O)(=O)N2CCCCC2)ccc1Oc1ccccc1	25	-22
Cc1ccc(C(=O)C2CCN(CC(=O)Nc3ccccc3C)CC2)cc1	8	-19
CCc1nnc(SCC(=O)Nc2nccs2)n1CC	9	-3
O=C(Nc1cccc([N+](=O)[O-])c1)c1ccc(-c2ccccc2)cc1	5	9
Cc1ccc2c(c1)c1c3n2CCN(C=O)C3CCC1 (stereo unspecified)	5	-25
CC1CCCN(S(=O)(=O)c2ccc3c(c2)n(C)c(=O)c(=O)n3C)C1 (stereo unspecified)	2	-3
Cc1cccn2c(=O)c(/C=C(\C#N)C(N)=O)c(N3CCCCCC3)nc12	6	-26
CCOc1ccc(N=C2C(=O)N(CN3CCOCC3)c3ccccc32)cc1	60	-11
CCCN(C(=O)c1cc(CC)c(C)s1)c1c(N)n(Cc2ccccc2)c(=O)[nH]c1=O	11	-22
CN(C)S(=O)(=O)c1ccc(-n2cccc2)cc1	-1	-4
Cc1cccc(NCc2ccccc2)c1	9	-11
Cc1ccccc1NC(=O)CSc1nnc(C)c2ccccc12	5	1
COc1cccc(NC(=O)c2ccc3c(SCC(=O)O)c4c(nc3c2)CCCC4)c1	19	3
O=C(O)/C=C\c1cn(-c2ccccc2)nc1-c1cc2ccccc2o1	76*	15
COc1ccc(S(=O)(=O)N(C)CC(=O)NCc2cccnc2)cc1Cl	7	-23
NC(=S)NN=C1C2CC3CC(C2)CC1C3	-5	-5
COc1cccc(C(=O)Nc2ccccc2N2CCCC2)c1	8	-38
COCCC(=O)N1CCC(Oc2ccc(C(=O)N3CCCCC3CCO)cc2)CC1 (stereo unspecified)	3	-7
CCNc1nc(NCC)nc(Nn2cnnc2)n1	12	-10
COc1cc([C@@H]2c3cc4c(cc3[C@H](O)[C@H]3COC(=O)[C@H]23)OCO4)cc(OC)c1OC	15	8
CCOC(=O)CC(=O)CSc1ccc2nnc(-c3cccc(F)c3)n2n1	12	-17
O=C(NCCCN1CCOCC1)C1CCCN(S(=O)(=O)N2CCCCC2)C1 (stereo unspecified)	5	-15
Cc1cccc(-n2c(Cc3cc(=O)[nH]c(=O)[nH]3)nnc2SC(C)C)c1	8	-5

A draw from above in order of count of non-hydrogen atoms, lowest first.
SMILES	OX1R antag-1	OX1R antag-2
NC(=S)NN=C1C2CC3CC(C2)CC1C3	-5	-5
CN(C)S(=O)(=O)c1ccc(-n2cccc2)cc1	-1	-4
CCNc1nc(NCC)nc(Nn2cnnc2)n1	12	-10
Cc1ccc2c(c1)c1c3n2CCN(C=O)C3CCC1 (stereo unspecified)	5	-25
COc1cccc(C(=O)Nc2ccccc2N2CCCC2)c1	8	-38
Cc1ccccc1NC(=O)CSc1nnc(C)c2ccccc12	5	1
O=C(Nc1cccc([N+](=O)[O-])c1)c1ccc(-c2ccccc2)cc1	5	9
Cc1cccc(-n2c(Cc3cc(=O)[nH]c(=O)[nH]3)nnc2SC(C)C)c1	8	-5
Cc1cccn2c(=O)c(/C=C(\C#N)C(N)=O)c(N3CCCCCC3)nc12	6	-26
O=C(NCCCN1CCOCC1)C1CCCN(S(=O)(=O)N2CCCCC2)C1 (stereo unspecified)	5	-15
COCCC(=O)N1CCC(Oc2ccc(C(=O)N3CCCCC3CCO)cc2)CC1 (stereo unspecified)	3	-7
CC(=O)NCCC(=O)Nc1cc(S(=O)(=O)N2CCCCC2)ccc1Oc1ccccc1	25	-22
CCOc1cc(C2c3c(oc4cc(C)c(Cl)cc4c3=O)C(=O)N2Cc2ccco2)ccc1O (stereo unspecified)	-2	-26

Other compounds:
SMILES	OX1R antag-1	OX1R antag-2
CCOC(=O)C(=O)c1csc(NC(=O)CCSc2ccc(C)cc2)n1	10	-17
NS(=O)(=O)c1cccc(NC(=O)COC(=O)Cc2n[nH]c(=O)c3ccccc23)c1	-3	-15
COc1ccc(NC(C)=O)cc1NC(=O)CSc1nc2ncccc2[nH]1	-1	-13
COCCNc1nc2c(c(=O)n(Cc3ccc(OC)cc3)c(=O)n2C)n1C	10	-15
CC(C)Oc1ccc(C(=O)OCC(=O)NCCNC(=O)COC(=O)c2ccc(OC(C)C)cc2)cc1	31	-27
NC(=O)COC(=O)c1ccc(C(=O)C(=O)c2ccccc2)cc1	17	-5
CC/C(=N\NC(C)=O)c1ccc(OC(F)F)cc1	3	-20
COc1cccc(/C(C)=N/NC(=O)Cc2c(C)[nH][nH]c2=O)c1	8	-2
C=CCSc1nnc(NC(=O)c2ccc(Cl)nc2)s1	5	-15
CC1CCc2sc(C(=O)NCC(C)(C)N3CCOCC3)cc2C1 (stereo unspecified)	15	-24
Cc1ccc(Cl)cc1NC(=O)COC(=O)c1ccc(CN2CCCC2=O)cc1	1	-15
CCOC(=O)c1c(C)nn(Cc2ccccc2)c1N	33	-17
Cc1onc(-c2c(F)cccc2Cl)c1C(=O)Nc1cccc(S(=O)(=O)NC2=NCCC2)c1	32	1
COc1ccccc1NC(=O)c1sc2nc3n(c(=O)c2c1C)CCC3	7	-15
Cc1cc(C)cc(N2C(=O)CC(N(C(=O)c3ccco3)c3cc(C)cc(C)c3)C2=O)c1 (stereo unspecified)	1	-13
Cc1ccc(C)c(NC(=S)NNC(=O)c2ccco2)c1	15	-6
COc1ccccc1CNC(=O)Cn1nc(C)c([N+](=O)[O-])c1C	16	-27
Nc1oc2ccc(F)cc2c(=O)c1C=O	41	-10
O=C(NNC(=O)c1cccs1)c1ccc(S(=O)(=O)N2CCCCC2)cc1	9	-8
N/C(=N\OC(=O)c1cccc(Cn2cc(C(F)(F)F)ccc2=O)c1)c1ccccc1	4	48*
O=C1C=C(N2CCCCC2)c2ccccc2C1=O	84*	-19
O=C1N[C@@H](Cc2ccccc2)C(=O)N2[C@H]1C[C@]1(Br)c3ccccc3N(S(=O)(=O)c3ccc(F)cc3)[C@H]21	47	-19
Cc1ccc(O)c(NC(=O)c2cc(-c3ccc(F)cc3)on2)c1	17	-3
CCn1c(SCC(=O)c2cc(OC)ccc2OC)nnc1C1CC1	9	3
COc1ccc(-c2cc(C(F)(F)F)n3nc(C(=O)NCc4ccco4)cc3n2)cc1OC	42	-40
New compounds follow:
SMILES	OX1R antag-1	OX1R antag-2
C/C(=N/NC(=O)CSc1nc2ccccc2n1C)c1ccc(O)cc1	21	-38
S=C(NCc1cccs1)Nc1cc(Cl)cc(Cl)c1	25	14
CCCCCCCCn1cc(C(C)=O)c(=O)[nH]c1=O	20	-29
O=C(CCN1CCc2ccccc2C1)Nc1ccccc1	13	-30
CCOc1ccccc1NC(=O)CSc1nc(=O)n(Cc2ccccn2)c2c1CCC2	21	-35
CCN(CC)C(=O)c1nn(-c2ccccc2)c2c1C1CCC2(C)C1(C)C (stereo unspecified)	16	-7
COc1ccc(CN(Cc2cccn2C)C(=O)c2cc3cc(OC)ccc3[nH]2)cc1	1	-26
COCCCn1c(SCc2ccccc2)nc2cc(OC)c(OC)cc2c1=N	15	-20
Fc1ccc(-c2csc3ncnc(N4CCN(Cc5ccccc5)CC4)c23)cc1	21	-21
COC(=O)c1ccc(C(=O)OC)c(NC(=S)N2CCCC(C)C2)c1 (stereo unspecified)	20	-18
COc1ccc(CC(=O)NCC2COc3ccccc3O2)cc1 (stereo unspecified)	13	-8
O=C(O)c1cccc(NC(=O)C2C3C=CC(C3)C2C(=O)O)c1 (stereo unspecified)	15	-18
CCc1cc2ccc(C)cc2nc1SCC(=O)Nc1cc(OC)c(OC)cc1C(=O)O	31	-21
COC(=O)CCC(=O)Nc1sc(Cc2ccccc2)c(C)c1C(N)=O	8	5
Cc1cccc(N2CCN(C(=O)c3ccc(NC(=O)C4CCCO4)cc3)CC2C)c1 (stereo unspecified)	13	-17
CCOc1cc(C(=O)Nc2cc(=O)n(C)c(=O)n2C)cc(OCC)c1OCC	18	1
CCN(CC)S(=O)(=O)c1ccc(F)c(C(=O)OC2CC(C)OC2=O)c1 (stereo unspecified)	26	-14
COc1ccc(CN2CCNC(=O)C2CC(=O)N(C)Cc2nccs2)cc1OC (stereo unspecified)	9	9
CCc1c(C)n([O-])c2c([n+]1=O)CCCCC2	7	2
O=C(CSc1nnc2ccccn12)NCc1cccs1	14	-3
COC(=O)c1sccc1NC(=O)c1c(Cl)cnn1C	6	-22
O=C(NC1CCS(=O)(=O)C1)c1cccc(S(=O)(=O)N2CCCC2)c1 (stereo unspecified)	5	-10
COc1ccc2c(c1OC)C(=O)N(c1ccc(OCc3ccccc3)cc1)C2=O	8	-23
CN(C)C(CNC(=O)c1cccc(S(=O)(=O)N2CC3(C)CC2CC(C)(C)C3)c1)c1ccco1 (stereo unspecified)	24	-26
O=S(=O)(Nc1cccc(S(=O)(=O)N2CCCC2)c1)c1ccc(Cl)cc1	12	3
Next compounds.
SMILES	OX1R antag-1	OX1R antag-2
COc1ccc(NS(=O)(=O)c2cc(NC(=O)c3cc(F)c(F)c(F)c3F)ccc2N2CCCC2)cc1	23	0
Cc1ccc(CNC(=O)C2CC3Cn4c(nc5cc6ccccc6cc54)C3N2C)o1 (stereo unspecified)	23	-9
Cc1cccc(NC(=O)N2CCN(Cc3ccc(Cl)cc3)CC2)c1	29	-14
CC1(C)Cc2c(cnn2-c2ccccc2)-c2c1c1ccccc1n2CC(O)CCl (stereo unspecified)	37	-27
O=C(CCCOc1ccccc1)Nc1ccc(S(=O)(=O)N2CCOCC2)cc1	5	-6
O=C(O)c1cc(N/N=C/c2cccnc2)ccc1Cl	22	0
Cc1ccc(C)n1-c1cccc(NC(=O)c2ccccc2)c1	11	-8
COc1ccc(CNC(=O)COC(=O)CC2CC3CCC2C3)cc1OC (stereo unspecified)	9	-11
COc1ccc(N2CCN(CC(O)COc3ccc(C)c(C)c3)CC2)cc1 (stereo unspecified)	-3	-19
COc1cc(NC2c3ccccc3C(=O)N2Cc2ccccc2)cc(OC)c1OC (stereo unspecified)	33	-28
Cc1nnc(SCC(=O)N2CC(C)OC(C)C2)n1-c1ccccc1 (stereo unspecified)	6	-6
O=C(Nc1ccccc1Cl)c1ccccc1	12	-15
Cc1ccc(SC(=O)COc2ccccc2C)cc1	19	1
CC1CCCCC1NC(=O)CSc1nnc(-c2ccccc2)n1N (stereo unspecified)	31	-20
NC(CC(=O)O)c1ccc(F)cc1 (stereo unspecified)	5	8
O=C(NC(=S)Nc1ccc(Cl)cn1)C12CC3CC(CC(C3)C1)C2	4	-36
Cc1ccc(S(=O)(=O)NCCC(=O)N2CCCC(C)C2)cc1 (stereo unspecified)	23	-7
O=C(CCN1CCOCC1)NCc1ccccc1	7	-8
COC(=O)C1=[N+]([O-])OC(C(=O)OC)C1c1c[nH]c2ccccc12 (stereo unspecified)	1	-8
c1ccc2oc(-c3[nH]ncc3CN3CCSCC3)cc2c1	14	-16
O=C1C2C3C=CC([C@@H]2C(=O)N1Cc1cccnc1)C31CC1 (stereo partly specified)	8	4
O=C(Cn1[nH]c(=O)c2ccccc2c1=O)NCC1COc2ccccc2O1 (stereo unspecified)	6	-20
